APJ agonist: activates the human apelin receptor APJ | CHO-K1 APJ PathHunter beta-arrestin, luminescence; 0% DMSO wells, 100% apelin | 0.11% of 330,000 active | AID 2520 | P35414 | activation, % at 20 µM;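 active = activation more than six SD over the plate average, tested at 20 µM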;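 also: 0% = DMSO alone and 100% = apelin-13 at 10 nM; some results filed as inactive read as strong as hits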
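Material: CHO-K1 APJ beta-arrestin complementation cell line; Input: cell density 1000 per well; Incubation: compound stimulation 90 min at 25 °C, detection 60 min; Signal: luminescence from split beta-galactosidase complementation, Galacton Star/Emerald II substrate; Controls: DMSO-only wells as negative, 10 nM Apelin-13 as positive control.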
Mdm2 MdmX PPI: disrupts the human Mdm2-MdmX interaction; SaOS-2 split-luciferase Mdm2/MdmX complementation, luminescence; inhibition, % at 8 µM; 3% of 330,000 active; AID 485346;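 active = inhibition of at least 50% at 8 µM in the primary screen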
Target sequence (O15151 whole entry, looked up): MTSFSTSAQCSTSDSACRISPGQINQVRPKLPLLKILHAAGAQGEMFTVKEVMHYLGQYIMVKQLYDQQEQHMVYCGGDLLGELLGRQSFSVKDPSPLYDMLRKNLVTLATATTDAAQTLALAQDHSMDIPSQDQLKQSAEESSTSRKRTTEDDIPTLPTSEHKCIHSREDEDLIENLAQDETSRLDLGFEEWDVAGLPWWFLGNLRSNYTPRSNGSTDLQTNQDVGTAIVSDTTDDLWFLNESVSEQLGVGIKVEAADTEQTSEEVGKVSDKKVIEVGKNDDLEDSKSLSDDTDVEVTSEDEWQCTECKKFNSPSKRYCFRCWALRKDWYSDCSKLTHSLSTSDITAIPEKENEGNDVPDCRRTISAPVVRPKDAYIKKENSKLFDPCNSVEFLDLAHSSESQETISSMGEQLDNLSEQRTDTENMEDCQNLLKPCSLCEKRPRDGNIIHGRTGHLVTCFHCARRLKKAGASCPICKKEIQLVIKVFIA
Target sequence (Q00987 whole entry, looked up): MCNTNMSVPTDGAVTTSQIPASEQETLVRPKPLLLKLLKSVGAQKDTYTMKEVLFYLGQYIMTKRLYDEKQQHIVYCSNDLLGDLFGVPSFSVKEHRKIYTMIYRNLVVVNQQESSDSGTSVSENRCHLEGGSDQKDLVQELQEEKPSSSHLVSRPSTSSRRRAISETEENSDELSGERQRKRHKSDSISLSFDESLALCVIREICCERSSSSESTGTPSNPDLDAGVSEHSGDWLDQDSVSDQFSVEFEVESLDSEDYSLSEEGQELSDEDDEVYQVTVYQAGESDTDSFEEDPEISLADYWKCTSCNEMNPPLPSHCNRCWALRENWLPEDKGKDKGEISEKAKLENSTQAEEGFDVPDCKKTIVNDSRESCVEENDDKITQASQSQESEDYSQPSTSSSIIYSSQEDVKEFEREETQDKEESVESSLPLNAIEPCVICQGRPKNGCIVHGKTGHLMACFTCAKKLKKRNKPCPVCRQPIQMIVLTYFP
APJ antag: antagonists of human APJ apelin receptor | inhibition, % at 20 µM | 0.32% of 330,000 active | CHO-K1 APJ beta-arrestin complementation, luminescence;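 active = inhibition above about 40% at 20 µM, limit read from the data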;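 also: cells challenged with 10 nM apelin-13 agonist together with compound; plate controls were apelin-13 plus DMSO wells for no effect and DMSO wells lacking apelin-13 for full effect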
UPR XBP1 act: activators of adaptive arm of unfolded protein response (XBP1) | CHO-XBP1 luciferase reporter, IRE1-XBP1 UPR activation, luminescence; percent of tunicamycin response, DMSO as zero | activation, % at 20 µM | 0.33% of 330,000 active | AID 463104;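 active = versus positive control, 20 µM dose yields 30% or more activation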;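 also: 100% = tunicamycin at 10 µg/mL and 0% = DMSO only wells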
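Material: IRE1-XBP1 luciferase reporter CHO line / Quantity: one thousand reporter cells per well / Buffer or medium: F12 with 10% serum / Compound: 20 µM single concentration, DMSO 1% / Times: 6 h treatment, 37 °C / Detection: Steady-Glo luciferase glow luminescence, 10 min after reagent addition / Benchmarks: tunicamycin high, DMSO low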
697 NFkB inh: inhibitors of the PMA/ionomycin-induced NF-kB reporter in 697 B cells | 697 B-cell NF-kB luciferase reporter, 16 h | inhibition, % at 4 µM | 0.33% of 330,000 active | AID 435022; in the data active = inhibition above about 35%
Jurkat NFkB inh: lowers PMA/ionomycin-induced NF-kB signal in Jurkat cells; AID 435003; PMA/ionomycin-induced NF-kB luciferase reporter, luminescence; inhibition, % at 4 µM; 0.53% of 330,000 active; in the data active = inhibition above about 50%
UPR CHOP act: activators of apoptotic arm of unfolded protein response (CHOP). activation, % at 10 µM. CHO-CHOP luciferase reporter, UPR activation, luminescence; percent of tunicamycin response over DMSO baseline. 0.34% of 330,000 active;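 active = at 10 µM dose, activation of 40% or more, normalized to positive control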;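 also: 100% = tunicamycin at 10 µg/mL and 0% = DMSO alone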
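Material: CHO-CHOP cells, stable luciferase reporter of PERK-eIF2a-CHOP signalling; quantity: 500 reporter cells seeded per well; buffer or medium: F12 medium containing 10% fetal bovine serum; compound: one dose, 10 µM in 0.5% DMSO; incubation: 6 h compound treatment, 37 °C; measured by: Steady-Glo luciferase luminescence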
tim23-1 inh: inhibits growth of tim23-1 mutant yeast | S. cerevisiae tim23-1 growth, BacTiter-Glo luminescence, 24 h | inhibition, % at 20 µM | 1.3% of 330,000 active;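 active = growth inhibition of the mutant yeast at or above 50%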;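 also: temperature-sensitive mutant grown at 25 °C; plate controls were DMSO-treated mutant yeast for no effect and medium wells lacking yeast for full effect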
The depositor's hits bear a star; & = joins results of further samples.

SMILES	APJ agonist	Mdm2 MdmX PPI	APJ antag	UPR XBP1 act	697 NFkB inh	Jurkat NFkB inh	UPR CHOP act	tim23-1 inh
CCOC(=O)CSc1nnc(NC(=O)CCc2ccccc2)s1	-1	8	3	-4	9	6	1.5	26
COc1ccc(CN2CCC(Cc3ccccc3)CC2)cc1OC	-3	26	10	-6	3	-6	-2.8	-7
CN1CCCN(C2C3CC4CC(C3)CC2C4)CC1 (stereo not given)	-22	-9	-7	1	-18	-12	-2.5	-33
O=Cc1ccc(OC(=O)c2cc(Cl)nc3ccccc23)cc1	-1	-9	12	3	1	-6	1.1	27
O=C(c1cc(COc2ccc(F)cc2Cl)on1)N(Cc1ccncc1)CC1CCCO1 (stereo not given)	-1	20	18	-2	1	3	-0.3	30
CCN(C[C@H]1N[C@@](C)(C(=O)OC)[C@H]2C(=O)N(Cc3ccccc3)C(=O)[C@@H]12)C(=O)c1ccc(F)cc1	-2	-3	4	1	13	3	0.1	17
CCOC(=O)c1cnc2c(-c3ccccc3)c(C)nn2c1N	-2	-21	-4	2	-33	-24	2.5	6
CCCCOC(=O)c1ccc(NC(=O)C2CCCO2)cc1 (stereo not given)	7	-9	2	4	-29	-33	5.4	24
COc1ccccc1C(=O)NCC(C)(C)CN=C1NS(=O)(=O)c2ccccc21	2	8	-5	2	0	-6	-0.5	0
COc1ccc(NC(=O)COC(=O)c2ccco2)c([N+](=O)[O-])c1	-1	10	-8	-1	10	-5	3.3	-10
CC(=O)c1cccc(NC(=O)COC(=O)Cc2ccc(Cl)cc2)c1	-1	29	9	1	10	-1	2.6	12
Cc1cc(C)c2c3c(cn2n1)c(=O)n(C)c(=O)n3C	0	-15	7	0	-2	9	-1.4	10
Cc1ccc(C(=O)Nc2nc(=O)[nH]s2)cc1	-1&-1	15&-6	15&-20	-2&-5	9&-2	-31&-10	-0.8&0.7	21&13
COc1ccc(CNC(=O)CN(Cc2ccc(C)cc2)C(=O)c2csnn2)cc1	0	7	-3	-1	17	8	-2.9	15
CCOc1ccc(OCc2cccc(C(=O)N(CC)CC)c2)cc1	0	2	10	-6	-4	21	-7.0	22
COc1cc(C)c(NC(=S)Nc2cccc(Cl)c2C)cc1OC	-4	14	0	-3	-17	-20	0.4	7
CCOC(=O)c1c(-c2ccccc2)oc2ccc(OC(C)C(=O)O)cc12 (stereo not given)	-1	-28	-1	-2	9	11	-1.4	24
O=[N+]([O-])c1ccccc1CS(=O)(=O)c1ccccc1	1	10	10	3	0	4	-0.5	3
Oc1ccc(Cl)cc1C=NCCc1ccccc1	0	-6	-23	0	-26	-6	0.1	12
COc1ccc(C2=NS(=O)(=O)N(C)C(C(=O)NCc3ccccn3)=C2)cc1OC	-1	2	0	-1	4	2	-3.4	-2
CC(=O)Nc1ccc2c(CSc3nncs3)cc(=O)oc2c1	-2	-13	5	0	13	-13	-1.1	-3
COc1ccc(CCNC(=O)C2CC3Cn4c(nc5ccccc54)C3N2C)cc1 (stereo not given)	-4	-9	13	0	-4	-3	0.0	6
OCCN1CCN(CC#CCn2c3ccccc3c3ccccc32)CC1	-2	31	18	0	28	19	-1.0	20
CCOc1ccc(C2C(=O)N(C3CCCCC3)CC(=O)N2CC2CCCO2)cc1OC (stereo not given)	-6	-30	-13	-1	19	6	0.8	6
O=C(NCc1ccccn1)C1CC(c2ccccc2Cl)=NO1 (stereo not given)	-1	-14	9	1	-4	-6	2.1	-10
CCc1ccccc1N1CC23C=CC(O2)C(C(=O)O)C3C1=O (stereo not given)	-1	8	-18	-3	6	-16	-1.8	-3
COC(=O)c1ccc(-n2c(C)cc(C(=O)COC(=O)CC3Sc4ccccc4NC3=O)c2C)cc1 (stereo not given)	1	-12	4	4	9	-13	1.0	28
CC(C)CCNC(=O)CN1N=C(c2ccc(Cl)cc2)CCC1=O	-4	-24	14	2	10	4	1.3	9
Cc1cccc(/C=C2\Sc3ccc(C(=O)N4CCCCC4)cc3N(C)C2=O)c1	-5	45	8	-1	-23	13	2.1	33
CN(Cc1cccs1)C(=O)COC(=O)CNC(N)=O	-2	-8	-6	1	9	-4	0.9	-7
Cc1csc2nc(CNS(=O)(=O)c3cccnc3)cn12	-5	24	10	0	7	11	0.5	7
CCn1cc(/C=N\NC(=O)Cc2ccc(Cl)cc2)cn1	2	-1	9	0	-11	5	3.3	13
Cc1ccc(S(=O)(=O)N(C)c2c(C)ccc(S(=O)(=O)NC(C)(C)C)c2C)cc1	-1	24	22	-1	10	-2	0.2	27
O=C(COC(=O)/C=C/c1cccc(Br)c1)NCCc1ccccc1	-9	23	-1	-2	1	4	-0.1	4
CCC(CC)C(=O)N(CCc1ccc(OC)cc1)Cc1nc2ccccc2c(=O)[nH]1	-3	10	20	-3	7	-7	1.1	29
O=C(CSc1nnc(NC(=O)c2cccc(F)c2)s1)NCC1CCCO1 (stereo not given)	-1	7	12	3	-12	-5	1.1	-5
O=C(Cn1cnc2ccccc21)N/N=C/c1ccc([N+](=O)[O-])cc1	5	-2	-4	0	-15	-27	-0.7	-10
CC(=O)c1ccc(NC(=S)N(CCCN(C)C)Cc2ccccc2)cc1	-7	-15	0	-2	10	-6	-2.0	-3
COc1cccc(NC(=S)NNC(=O)c2c([N+](=O)[O-])c(C)nn2C)c1	-5	20	21	0	16	-6	1.6	9
Cc1cc(C)n2c3c(c(C#N)c2n1)CC(C)(C)OC3	-3	17	19	3	9	14	1.2	16
CCn1c(SCC(=O)Nc2ccc(S(N)(=O)=O)cc2)nnc1-c1ccccc1OC	3	12	9	-3	-2	-24	-3.3	24
C[C@@H]1O[C@@H](Oc2c(-c3ccc(O)c(O)c3)oc3cc(O)cc(O)c3c2=O)[C@H](O)[C@H](O)[C@H]1O	-2	7	9	1	15	-5	2.9	11
COc1ccc(N/N=C(/C#N)S(=O)(=O)C(C)(C)C)cc1	-3	0	-19	-4	0	-2	-1.2	14
O=C(CSc1ncnc2[nH]ncc12)Nc1nc(-c2ccc(F)c(F)c2)cs1	3	20	-7	8	2	18	0.9	4
Cc1cccc(NC(=O)CN2CCN(C(=O)CNC(=O)Cc3cccc4ccccc34)CC2)c1C	-2	-4	16	-1	-4	24	-0.2	1
COc1ccc(Cl)cc1NC(=O)CCNC(=O)OCc1ccccc1	-2	-3	1	1	-6	8	0.4	11
COc1ccc2ccccc2c1CN1CCN(Cc2ccccc2)CC1	-3	33	-24	-1	9	-7	1.5	-4
NC(=NCCc1ccccc1)NS(=O)(=O)c1ccc(F)cc1	2	6	-3	-2	-2	4	-1.6	19
Cc1cc2ccccn2c1C(=O)Nc1ccccc1	-1	-32	8	4	-19	-16	2.4	11
CC1=N/C(=C/c2cc(Br)cc(Br)c2O)C(=O)O1	-1	10	13	6	7	20	-2.0	6
COc1cccc(N=Nc2ccc3cccnc3c2O)c1	-10	91*	61*	4	-124	95*	127*	43
CCOC(=O)C1=C(C)Nc2ccccc2S1	1	-15	-10	5	5	-18	1.3	6
Cc1cc(C(=O)N[C@@H](c2ccccc2)[C@]2(C)C[C@H]2[C@@H](C)C(=O)Nc2ccc3ccccc3c2)no1	-2	23	9	4	21	37	-0.7	22
CCOc1ccccc1C(=O)NCC(=O)NCC(c1ccc(OC)cc1)N1CCOCC1 (stereo not given)	10	-12	-3	4	-24	-2	2.1	4
O[C@H]1c2ccccc2[C@H](Cc2cncs2)[C@@H]1Br	-2	-10	3	1	14	7	3.0	-3
Cc1ccc2nc(NC(=O)C3CCCN(S(=O)(=O)c4cccnc4)C3)sc2c1 (stereo not given)	-3	11	3	-2	3	-9	-1.5	12
O=C(CSc1n[nH]c(-c2ccc(S(=O)(=O)N3CCCCC3)cc2)n1)Nc1nccs1	0	2	10	-4	3	18	0.7	14
Cn1c(N)c(C(=O)c2ccc(F)cc2F)c(=O)n(C)c1=O	0	18	-4	-2	-3	-23	0.1	4
O=C(COc1ccc([N+](=O)[O-])cc1)Nc1cc(C(=O)O)cc(C(=O)O)c1	-1	6	12	-3	8	0	-1.0	9
O=C(/C=C/c1ccccc1[N+](=O)[O-])NNC(=O)c1ccncc1	-2	5	6	0	23	3	2.6	8

15 consecutive compounds already listed, for reference:
SMILES	APJ agonist	Mdm2 MdmX PPI	APJ antag	UPR XBP1 act	697 NFkB inh	Jurkat NFkB inh	UPR CHOP act	tim23-1 inh
COc1ccc(N/N=C(/C#N)S(=O)(=O)C(C)(C)C)cc1	-3	0	-19	-4	0	-2	-1.2	14
O=C(CSc1ncnc2[nH]ncc12)Nc1nc(-c2ccc(F)c(F)c2)cs1	3	20	-7	8	2	18	0.9	4
Cc1cccc(NC(=O)CN2CCN(C(=O)CNC(=O)Cc3cccc4ccccc34)CC2)c1C	-2	-4	16	-1	-4	24	-0.2	1
COc1ccc(Cl)cc1NC(=O)CCNC(=O)OCc1ccccc1	-2	-3	1	1	-6	8	0.4	11
COc1ccc2ccccc2c1CN1CCN(Cc2ccccc2)CC1	-3	33	-24	-1	9	-7	1.5	-4
NC(=NCCc1ccccc1)NS(=O)(=O)c1ccc(F)cc1	2	6	-3	-2	-2	4	-1.6	19
Cc1cc2ccccn2c1C(=O)Nc1ccccc1	-1	-32	8	4	-19	-16	2.4	11
CC1=N/C(=C/c2cc(Br)cc(Br)c2O)C(=O)O1	-1	10	13	6	7	20	-2.0	6
COc1cccc(N=Nc2ccc3cccnc3c2O)c1	-10	91*	61*	4	-124	95*	127*	43
CCOC(=O)C1=C(C)Nc2ccccc2S1	1	-15	-10	5	5	-18	1.3	6
Cc1cc(C(=O)N[C@@H](c2ccccc2)[C@]2(C)C[C@H]2[C@@H](C)C(=O)Nc2ccc3ccccc3c2)no1	-2	23	9	4	21	37	-0.7	22
CCOc1ccccc1C(=O)NCC(=O)NCC(c1ccc(OC)cc1)N1CCOCC1 (stereo not given)	10	-12	-3	4	-24	-2	2.1	4
O[C@H]1c2ccccc2[C@H](Cc2cncs2)[C@@H]1Br	-2	-10	3	1	14	7	3.0	-3
Cc1ccc2nc(NC(=O)C3CCCN(S(=O)(=O)c4cccnc4)C3)sc2c1 (stereo not given)	-3	11	3	-2	3	-9	-1.5	12
O=C(CSc1n[nH]c(-c2ccc(S(=O)(=O)N3CCCCC3)cc2)n1)Nc1nccs1	0	2	10	-4	3	18	0.7	14

Whole records from above:
`COc1ccc2ccccc2c1CN1CCN(Cc2ccccc2)CC1` is listed with APJ agonist: -3; Mdm2 MdmX PPI: 33; APJ antag: -24; UPR XBP1 act: -1; 697 NFkB inh: 9; Jurkat NFkB inh: -7; UPR CHOP act: 1.5; tim23-1 inh: -4
`Cc1cc2ccccn2c1C(=O)Nc1ccccc1` is listed with APJ agonist: -1; Mdm2 MdmX PPI: -32; APJ antag: 8; UPR XBP1 act: 4; 697 NFkB inh: -19; Jurkat NFkB inh: -16; UPR CHOP act: 2.4; tim23-1 inh: 11

High-throughput results as filed in PubChem BioAssay.
